From PubChem BioAssay
All columns: NCI-60 one-dose screen, growth in % after 48 h at 10 µM unless noted; 100 = growth as untreated, 0 = no growth, -100 = all killed.
NCI/ADR-RES: NCI/ADR-RES ovarian cells; 4.4% of 81,000 active; AID 1794790
COLO 205: COLO 205 colon cancer | AID 1794742 | 7.3% of 79,000 active
NCI-H522: NCI-H522 lung cancer. 8% of 78,000 active. AID 1794739
NCI-H460: NCI-H460 lung cancer. AID 1794736. 6.8% of 82,000 active
SK-OV-3: SK-OV-3 ovarian cancer cells; 3.2% of 80,000 active
NCI-H23: NCI-H23 lung cancer. 4% of 80,000 active
IGROV1: IGROV1 ovarian cancer. 4.7% of 79,000 active. AID 1794786
NCI-H322M: NCI-H322M lung cancer; 2.7% of 80,000 active
NCI-H226: NCI-H226 lung cancer; 3.5% of 79,000 active; AID 1794732
Numbers without * were called inactive; x = no result given; & = joins results of further samples; [ ] = another dose, or the depositor's remark. How the source made its calls: active means growth percent below 10; inactive means the rest. Not all compounds are listed; count on the stated rates, not on these rows.

Molecule | NCI/ADR-RES | COLO 205 | NCI-H522 | NCI-H460 | SK-OV-3 | NCI-H23 | IGROV1 | NCI-H322M | NCI-H226
CNC(C)C(O)c1ccccc1 (stereo not drawn) | 104&97 | 106&113 | 103 | 103&112 | 104&107 | 106&97 | 115 | 101 | 93&90
O=[N+]([O-])c1cc(Br)c(O)c(Br)c1 | 104 | 112 | 93 | 107 | 103 | 101 | 111 | 105 | 93
Cc1ccc(S(=O)(=O)F)cc1 | x | x | 95 | 102 | 98 | 96 | 87 | 110 | 91
O=P(Oc1cccc2ccccc12)(N1CC1)N1CC1 | 102 | 121 | x | 100 | 116 | 101 | 84 | 100 | 99
CCOC(=S)S | 106 | 101 | 103 | 97 | 100 | 103 | 111 | 99 | 95
Cc1cccc(C)c1NC(=O)CN1CCCC1=O | 108 | 115 | x | 107 | 123 | 105 | 125 | x | 102
NC(=O)c1c(Br)c(Br)c(Br)c(Br)c1C(=O)O (tested in a mixture with another compound) | 100&103 | 104&113 | 99&93 | 111&111 | 102&113 | 100&100 | 110&124 | 114&105 | 98&100
COc1cc(C(=O)N/N=C/c2ccc(N(CCCl)CCCl)cc2)cc(OC)c1OC | 73 | 108 | 65 | 58 | 96 | 73 | 89 | 110 | 72
C[C@]12CCc3sc(Nc4ncccn4)nc3C1=CC[C@@H]1[C@@H]2CC[C@]2(C)C(=O)CC[C@@H]12 | 101 | 114 | 102 | 108 | 111 | 101 | 106 | 100 | 102
O=S(=O)(F)c1ccc(O)cc1 | 111 | 96 | 74 | 109 | 102 | 94 | 95 | 79 | 98
CC[C@H](C)[C@@H]([C@@H](CC(=O)N1CCC[C@H]1[C@H](OC)[C@@H](C)C(=O)N[C@H](C)[C@@H](O)c1ccccc1)OC)N(C)C(=O)[C@@H](NC(=O)[C@@H](NC)C(C)C)C(C)C | -2.4* | -72* | -36* | 9.2* | 14 | 28 | 18 | 51 | 67
O=C1NC(=O)C(=Cc2cccn2CCCn2c3ccccc3c(=O)c3ccccc32)C(=O)N1 | 101 | 108 | 89 | 105 | 99 | 104 | 101 | 98 | 96
CCN1C(=O)C(=C/C=C/c2ccccc2)C(=O)N(CC)C1=O | 79 | 94 | 73 | 78 | 103 | 95 | 84 | 104 | 95
Cc1cc(N)ccc1N | 105 | 120 | 106 | 106 | 100 | 105 | 108 | 95 | 92
CCC(=O)Nc1ccc(Cl)c(Cl)c1 | 102 | 107 | 85 | 111 | 104 | 97 | 104 | 93 | 102
CCOC12CC3C4=CCOC5CC(=O)N6c7ccccc7C1(CCN2C4)C6C53 (stereo not drawn) | 101 | 103 | 96 | 105 | 112 | 98 | 100 | 98 | 99
Nc1c(C(=O)c2ccccc2)sc2nc3c(cc12)N1CCC3CC1 | 88 | 105 | 86 | 101 | 96 | 103 | 106 | 100 | 82
c1c2c(cc3c1OCO3)CNCC2 | 107 | 104 | 95 | 116 | 96 | 104 | 101 | 103 | 105
CC(COC(=O)NCc1ccc(Cl)cc1)OC(N)=O (stereo not drawn) | 98 | 107 | 70 | 106 | 92 | 97 | 115 | 115 | 96
COc1cccc(N=C(N)N[N+](=O)[O-])c1 | 116 | 111 | 90 | 107 | 106 | 108 | 100 | 95 | 95
COCOC1CCC2C3CCC4=CC(=O)CCC4=C3C=CC12C (stereo not drawn) | 114 | 114 | 108 | 108 | 114 | 116 | 126 | 145 | 112
Oc1ccccc1-c1ccccc1 | 110&100 | 112&110 | 95 | 104&104 | 102&92 | 104&99 | 107&98 | 109&92 | 99&104
C[C@]12CCC(=O)C=C1CCC1C2CC[C@]2(C)C(=O)/C(=C/c3cnc[nH]3)CC12 (stereo partly drawn) | 96 | 110 | 102 | 105 | 104 | 99 | 105 | x | 108
CC(C)(C)[C@H](NC(=O)c1cn(Cc2ccccc2)c2ccccc12)C(N)=O | 102 | 99 | 67 | 106 | 97 | 97 | 95 | 98 | 93
O=C(O)C(Cl)(Cl)CCl | 106 | 104 | 97 | 117 | 107 | 100 | 109 | 99 | 103
CCOP(=O)(OCC)C(C#N)OC(C)(C)C (stereo not drawn) | 110 | 106 | 104 | 103 | 105 | 111 | 109 | 110 | 99
OCC1CN1C1CCCCC1 (stereo not drawn) | 110 | 107 | 96 | 109 | 110 | 101 | 103 | 132 | x
CN1CCN(C(=O)COc2ccc(C=C3C(=O)NC(=O)NC3=O)cc2)CC1 | 110 | 122 | 102 | 111 | 113 | 103 | 113 | 106 | 113
CCc1ccc([N+](=O)[O-])cc1 | 109 | 111 | x | 103 | 108 | 110 | 126 | 121 | 96
O=[N+]([O-])c1ccc(OP(=O)(O)Oc2ccc([N+](=O)[O-])cc2)cc1 | 107 | 111 | 108 | 109 | 108 | 100 | 103 | 117 | 102

Look-ups from the entries so far.
O=[N+]([O-])c1ccc(OP(=O)(O)Oc2ccc([N+](=O)[O-])cc2)cc1 – NCI-H460: 109
O=C(O)C(Cl)(Cl)CCl – SK-OV-3: 107
CN1CCN(C(=O)COc2ccc(C=C3C(=O)NC(=O)NC3=O)cc2)CC1 – NCI-H322M: 106
CC(C)(C)[C@H](NC(=O)c1cn(Cc2ccccc2)c2ccccc12)C(N)=O – NCI-H322M: 98
CCc1ccc([N+](=O)[O-])cc1 – NCI-H322M: 121
CCOP(=O)(OCC)C(C#N)OC(C)(C)C (stereo not drawn) – NCI/ADR-RES: 110
C[C@]12CCC(=O)C=C1CCC1C2CC[C@]2(C)C(=O)/C(=C/c3cnc[nH]3)CC12 (stereo partly drawn) – NCI-H522: 102

Continuation.
Molecule | NCI/ADR-RES | COLO 205 | NCI-H522 | NCI-H460 | SK-OV-3 | NCI-H23 | IGROV1 | NCI-H322M | NCI-H226
CNCCc1ccc(OC)c(OC)c1 | 111 | 102 | 103 | 106 | 116 | 114 | 93 | 106 | 101
CCCCCCCCCCCCCCCCCCOc1ccccc1COP(=O)(O)OOCC[N+](C)(C)C | 89 | -30* | 21 | 37 | 36 | 1.5* | -74* | 88 | 42
COc1ccc(NN)cc1 | 107 | 92 | 82 | 98 | 101 | 103 | 91 | 125 | 100
Fc1ccc2c(c1)c(-c1nc(-c3c[nH]c4ncccc34)cs1)cn2CCCCN1CCCCC1 | -64* | -90* | -87* | -80* | -73* | -76* | -60* | -48* | -7.3*
C[N+](C)(C)Cc1ccccc1 | 96&112 | 116&111 | 97&141 | 103&103 | 132&117 | 96&111 | 88&112 | 103&108 | 102&91
Cc1ccc(N)cc1C | 104 | 116 | 67 | 111 | 91 | 98 | 109 | 83 | 105
O=C1Nc2ccccc2Oc2ccc(S(=O)(=O)CC3CS3)cc21 (stereo not drawn) | 99 | 114 | 95 | 103 | 103 | 90 | 100 | 93 | 90
c1ccc2c(C3N4CCCN3CC4)c[nH]c2c1 (stereo not drawn) | 98 | 109 | 104 | 104 | 93 | 97 | 89 | 86 | 91
CC(=O)/C=C/c1ccc2c(c1)OCO2 | 113 | 107 | 85 | 107 | 106 | 95 | 118 | 104 | 95
CN(C)c1ccc(/C=C/[N+](=O)[O-])cc1 | 101 | 110 | 91 | 103 | 110 | 98 | 102 | 96 | 98
O/N=C/c1ccc2c(c1)OCO2 | 102 | 113 | 94 | 105 | 117 | 93 | 102 | 97 | 109
O=C(CCCCCCC(=O)Nc1ccc(N(CCCl)CCCl)cc1)NO | 65 | 29 | 24 | 14 | 26 | 29 | 59 | 69 | 59
Nc1nnnc2nc[nH]c12 | 0.6* | 6.1* | 15 | 21 | -1.8* | 31 | 8.3* | 28 | -54*
OCC(O)Cc1ccc2c(c1)OCO2 (stereo not drawn) | 100 | 108 | 82 | 110 | 85 | 90 | 112 | 106 | 96
CC(C)(O)CNC1CCCCC1 | 108 | 111 | 96 | 114 | 107 | 97 | 101 | 105 | 110
Cc1ccc2c(C)ccc(C)c2c1 | 105 | 121 | 101 | 100 | 111 | 102 | 106 | 108 | 97
O=C1CC23c4ccccc4N4C(=O)CC5OCC=C6CN1C2CC6C5C43 (stereo not drawn) | 110 | 104 | 105 | 108 | 103 | 100 | 102 | 102 | 106
ClC(CN1CCCCC1)C(Cl)c1ccccc1 (stereo not drawn) | 102 | 97 | 82 | 102 | 82 | 96 | 97 | 93 | x
C[n+]1c(/C=C/c2ccc(N(CCCl)CCCl)cc2)sc2ccccc21 | 102 | 32 | 16 | 21 | 55 | 45 | 75 | 95 | 74
C=CC1CN2CCC1CC2C(O)c1ccnc2ccccc12 (stereo not drawn) | -16* | 104 | 24 | 118 | 133 | 24 | x | 145 | 112
O=C1Nc2ccsc2C(c2ccccc2)=N[C@H]1Cc1ccccc1 | 90 | 103 | 47 | 105 | 97 | 88 | x | 104 | 87
CC1CC2CC(=O)CCC2(C)C2CCC3(C)C(CCC3(C)O)C12 (stereo not drawn) | 77 | 109 | 93 | 101 | 116 | 84 | 96 | 108 | 102
O=[N+]([O-])c1[nH]cnc1Br | 97&106&100 | 117&115 | 92&84&94 | 80&89&87 | 87&93 | 97&105&97 | 94&85&118 | 94&91&100 | 111&94
CC12CCC(O)CC1=CCC1C2CCC2(C)C(O)CCC12 (stereo not drawn) | 110 | 106 | 95 | 101 | 118 | 111 | 113 | 101 | 90
CCC(C)C1(CC)C(=O)NC(=S)NC1=O (stereo not drawn) | 99 | 98 | 100 | 100 | 111 | 94 | 98 | 89 | 102
CCOP(=O)(OCC)ON1C(=O)c2cccc3cccc(c23)C1=O | 100 | 116 | 113 | 75 | 103 | 83 | x | 112 | 103
CN=C1CN(O)C(c2ccccc2)c2cc(Cl)ccc2N1 (stereo not drawn) | 112 | 97 | x | 112 | 98 | 99 | 102 | 140 | 104
CCOC(C(=O)O)(c1ccccc1)c1ccccc1 | 101 | 94 | 69 | 107 | 83 | 101 | 103 | 86 | 95
Cc1cccc(C)c1CCl | 105 | 113 | 97 | 109 | 102 | 102 | 104 | 99 | 96
COC(=O)[C@@H](C)C[C@H](Cc1ccccc1)NC(=O)c1nc([C@@H](C[C@H](C(C)C)N(C)C(=O)[C@@H](NC(=O)[C@H]2CCCCN2C)C(C)C)OC(C)=O)sc1C | 17 | -36* | -13* | 4.3* | 30 | 35 | 23 | 36 | 61

Quoted from the results shown for reference:
Molecule | NCI/ADR-RES | COLO 205 | NCI-H522 | NCI-H460 | SK-OV-3 | NCI-H23 | IGROV1 | NCI-H322M | NCI-H226
Cc1cccc(C)c1CCl | 105 | 113 | 97 | 109 | 102 | 102 | 104 | 99 | 96
COC(=O)[C@@H](C)C[C@H](Cc1ccccc1)NC(=O)c1nc([C@@H](C[C@H](C(C)C)N(C)C(=O)[C@@H](NC(=O)[C@H]2CCCCN2C)C(C)C)OC(C)=O)sc1C | 17 | -36* | -13* | 4.3* | 30 | 35 | 23 | 36 | 61

(list continues)
Molecule | NCI/ADR-RES | COLO 205 | NCI-H522 | NCI-H460 | SK-OV-3 | NCI-H23 | IGROV1 | NCI-H322M | NCI-H226
O=C(O)c1ccc(=O)[nH]c1 | 102&89 | 99&98 | 100&101 | 104&111 | 93&99 | 105&88 | 109 | 105&108 | 89&96
Cc1c(N)nc([C@H](CC(N)=O)NC[C@H](N)C(N)=O)nc1C(=O)N[C@H](C(=O)N[C@H](C)[C@@H](O)[C@H](C)C(=O)N[C@H](C(=O)NCCc1nc(-c2nc(C(=O)NCCC[S+](C)C)cs2)cs1)[C@@H](C)O)C(OC1OC(CO)C(O)C(O)C1OC1OC(CO)C(O)C(OC(N)=O)C1O)c1cnc[nH]1 (stereo partly drawn) | 39[2.5 µM] | 88[2.5 µM] | 57[2.5 µM] | 23[2.5 µM] | 98[2.5 µM] | 38[2.5 µM] | 42[2.5 µM] | 97[2.5 µM] | 37[2.5 µM]
Cc1ccc(-c2nc(-c3ccc(N=Cc4ccc(N(CCCl)CCCl)cc4C)cc3)cs2)cc1 | 79 | 92 | 103 | 30 | 76 | 75 | 79 | 104 | 69
CCSC[C@H]1C[C@](O)(c2cn(S(=O)(=O)c3ccc(C)cc3)c3ccccc23)C(=O)O1 | 88 | 134 | 92 | 107 | 103 | 93 | 104 | 100 | 95
Oc1cccc(N2CC2)c1 | 107 | 110 | 94 | 113 | 91 | 100 | 110 | 103 | 102
CC(C)=CCc1c(O)c(C(=O)CC(C)C)c(O)c2c(-c3ccccc3)cc(=O)oc12 | 36 | 83 | 32 | 28 | 61 | 27 | 63 | 63 | 47
COc1cc(C#N)cc2nc(-c3ccc4c(c3)OCO4)oc12 | 93 | 100 | 85 | 102 | 97 | 95 | 99 | 100 | x
Nc1cc(Cl)ccc1Cl | 117 | 131 | 144 | 121 | 103 | 109 | 127 | 90 | 115
CC(=O)O[C@H](C[C@H](C(C)C)N(C)C(=O)[C@@H](NC(=O)[C@H]1CCCCN1C)C(C)(C)C)c1nc(C(=O)N[C@@H](Cc2ccccc2)C[C@H](C)C(=O)O)cs1 | 12 | -59* | -25* | 4.2* | 29 | 38 | 19 | 42 | 61
C[C@@H]1C[C@@]2(C)[C@@H](CC[C@@H]3[C@@H]2CC[C@]2(C)C(=O)CC[C@@H]32)CC1=O | 102 | 100 | 92 | 108 | 120 | 104 | 77 | 96 | 102
ClC(Cl)(Cl)c1ccccc1 | 98 | 93 | 83 | 113 | 110 | 103 | 105 | 110 | 96
CC12CC=CCC1CCC1C2CCC2(C)C(c3ccc(=O)oc3)CCC12O (stereo not drawn) | -41* | -44* | -20* | -70* | -8.4* | -44* | -12* | -20* | -91*
CCc1ccccc1OP(=O)(Oc1ccccc1CC)Oc1ccccc1CC | 93 | 93 | x | 101 | 82 | 74 | 77 | 110 | 91
COc1cc2c(cc1OCCCn1c(-c3ccccn3)nc3ccccc31)N=C[C@@H]1CCCN1C2=O | 4.0* | 9.3* | -5.5* | -23* | 31 | 15 | -62* | 26 | -62*
